C diff HTS: C. difficile growth inhibition. Clostridium difficile clinical isolate growth, OD600, 24 h; hits give low values. growth activity, negative = inhibition, % at 16 µg/mL (by protocol). 86,000 compounds, 0.25% hits;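 active = mean growth activity at or below -80% and every replicate also at or below -80%; inconclusive = mean at or below -80% but some replicate above -80%; inactive = mean growth activity above -80%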;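 note: 0% = DMSO wells and -100% = levofloxacin 16 µg/mL wells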
Pf Dd2 inh: inhibitors of Plasmodium falciparum Dd2 growth. P. falciparum Dd2 growth, SYBR Green, 72 h; hits give low values. 94,000 compounds, 2.3% hits. activity change, % at 10 µM. AID 1159554; in the data active = activity change below about -80%; inconclusive = no clear call, values can overlap the other calls
Tcruzi prolif: T. cruzi proliferation inhibition; T. cruzi beta-gal in NIH3T3, GalScreen luminescence, 90 h; inhibition, % at 8.34 µM; 77,000 compounds, 5.9% hits;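 active = mean inhibition above about 93%, with at least 55% of replicates each passing it, limit read from the data, passing the limit was not always enough; inconclusive = only one of those two conditions holds; inactive = neither condition holds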
KDM4C inh: KDM4C (human) demethylase inhibition. 96,000 compounds, 0.15% hits. GST-KDM4C 2-372, H3K9me3 peptide, LANCE TR-FRET. Q9H3R0. AID 720574. inhibition, % at 12.5 µM;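 active = mean replicate inhibition above about 25%, with at least 55% of replicates also reaching it, limit read from the data, passing the limit was not always enough; inconclusive = only one of those two conditions met; inactive = neither condition met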
Target sequence (Q9H3R0 2-372 limits assumed): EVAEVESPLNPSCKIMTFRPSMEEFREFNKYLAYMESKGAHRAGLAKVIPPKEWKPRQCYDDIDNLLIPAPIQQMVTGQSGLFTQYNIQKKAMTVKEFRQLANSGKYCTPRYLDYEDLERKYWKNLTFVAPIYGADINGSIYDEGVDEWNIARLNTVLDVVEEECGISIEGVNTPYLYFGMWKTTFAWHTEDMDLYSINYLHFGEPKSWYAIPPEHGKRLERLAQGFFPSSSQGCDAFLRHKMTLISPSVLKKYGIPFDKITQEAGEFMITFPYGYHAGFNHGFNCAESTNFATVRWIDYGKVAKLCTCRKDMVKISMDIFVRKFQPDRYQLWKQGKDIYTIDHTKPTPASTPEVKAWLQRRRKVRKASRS
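System: N-terminal GST-fused human GASC-1 (KDM4C) fragment, residues 2-372 / Amount: 10 nM GST-KDM4C in enzyme reaction / Also added: H3K9me3 peptide with Fe(II)/2OG / Times: 30 min demethylation and 1 h detection at room temperature / Signal: LANCE TR-FRET / Read-out basis: Fall in 671/618 emission ratio as inhibition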
Starred values were filed as active, the others as inactive; ? = inconclusive; . = not tested or not shown; & = joins results of further samples.

cpd	SMILES	KDM4C inh	Pf Dd2 inh
1	C[C@H]1CCCCO[C@H](CN(C)Cc2ccc3c(c2)OCO3)[C@@H](C)CN([C@@H](C)CO)C(=O)c2cc(NS(C)(=O)=O)ccc2O1	-0.7	11
2	COc1ccc2c3c([nH]c2c1)[C@H](CO)N(C(=O)C1CCOCC1)CC31CCN(Cc2nccs2)CC1	0.6	-88*
3	Cc1ccc(S(=O)(=O)Nc2ccc3c(c2)C(=O)N([C@H](C)CO)C[C@H](C)[C@@H](CN(C)Cc2ccc(C(=O)O)cc2)O3)cc1	-1.5	33
4	COc1ccc(S(=O)(=O)N(C)C[C@H]2OCCCC[C@H](C)Oc3ccc(NC(=O)Nc4ccc(F)cc4)cc3C(=O)N([C@H](C)CO)C[C@@H]2C)cc1	-2.8	-41
5	O=C(C[C@@H]1CC[C@H]2[C@@H](COC[C@@H](O)CN2Cc2cccc(-c3ccncc3)c2)O1)N1CCOCC1	0.0	32
6	C[C@@H]1CN([C@H](C)CO)S(=O)(=O)c2ccc(-c3ccccc3)cc2O[C@H]1CN(C)Cc1ccccc1C(=O)O	.	-9
7	C[C@H](CO)N1C[C@H](C)[C@H](CN(C)Cc2ccccc2)OCCCC[C@H](C)Oc2ccc(NC(=O)Nc3cccc4ccccc34)cc2C1=O	-1.6	9
8	O=C(C[C@H]1CC[C@@H]2[C@H](COC[C@H](O)CN2S(=O)(=O)c2ccccc2)O1)Nc1ccccc1	0.3	0
9	COc1ccc(C#Cc2cnc3c(c2)C(=O)N([C@H](C)CO)C[C@H](C)[C@@H](CN(C)C)O3)cc1	0.0	-44
10	CCC(=O)N1C[C@@H](C)[C@@H](OC)CN(C)C(=O)c2cc(NC(=O)c3ccc(F)cc3)ccc2OC[C@H]1C	-1.2	-19
11	CC(=O)N1[C@@H](CO)[C@@H](c2ccccc2)C12CN(C(=O)Nc1ccccc1F)C2	0.9	17
12	CC(C)NC(=O)Nc1ccc2c(c1)CC(=O)N([C@@H](C)CO)C[C@H](C)[C@H](CN(C)Cc1ccc(Oc3ccccc3)cc1)O2	0.6	-34
13	Cc1noc(C)c1NC(=O)Nc1ccc2c(c1)C(=O)N([C@H](C)CO)C[C@H](C)[C@H](CN(C)C(=O)NC1CCCCC1)OCCCC[C@H](C)O2	-0.3	-12
14	Cc1noc(C)c1S(=O)(=O)Nc1ccc2c(c1)CC(=O)N([C@H](C)CO)C[C@@H](C)[C@@H](CN(C)Cc1ccc(Cl)c(Cl)c1)O2	5.2	-10
15	C[C@H](CO)N1C[C@H](C)[C@@H](CN(C)S(C)(=O)=O)Oc2ccc(NC(=O)Cn3cnnn3)cc2CC1=O	0.9	30

cpd	C diff HTS	Tcruzi prolif
1	-1	49
2	-4	.
3	-2	11
4	8	?
5	7&-4	49
6	-4	-133
7	47	117*
8	8	67
9	1	29
10	.	49
11	7	.
12	-6	65
13	-6	.
14	4	81
15	-10	-26

An excerpt of these results, with one line to a screen.
#4 COc1ccc(S(=O)(=O)N(C)C[C@H]2OCCCC[C@H](C)Oc3ccc(NC(=O)Nc4ccc(F)cc4)cc3C(=O)N([C@H](C)CO)C[C@@H]2C)cc1
#5 O=C(C[C@@H]1CC[C@H]2[C@@H](COC[C@@H](O)CN2Cc2cccc(-c3ccncc3)c2)O1)N1CCOCC1

assay / compound	4	5
KDM4C inh	-2.8	0.0
Pf Dd2 inh	-41	32
C diff HTS	8	7&-4
Tcruzi prolif	?	49

Next structures.
cpd	SMILES	KDM4C inh	Pf Dd2 inh
16	O=C(Nc1ccc(F)cc1)N[C@@H]1CC[C@@H](CCn2cc(C3(O)CCCC3)nn2)O[C@@H]1CO	0.1	-52
17	C[C@H]1CN([C@@H](C)CO)S(=O)(=O)c2ccc(C#Cc3cccnc3)cc2O[C@H]1CN(C)C(=O)C1CC1	-1.1	-31
18	C[C@@H]1CN([C@@H](C)CO)C(=O)c2cc(C#C[C@@H](C)O)cnc2O[C@H]1CN(C)Cc1ccccn1	1.6	34
19	CS(=O)(=O)N1[C@@H](C#N)[C@@H](c2ccc(-c3ccccc3F)cc2)[C@@H]1CO	-1.3	19
20	Cc1ccc(S(=O)(=O)Nc2ccc3c(c2)C(=O)N([C@H](C)CO)C[C@H](C)[C@H](CN(C)C(=O)NC2CCCCC2)OCCCC[C@H](C)O3)cc1	-2.5	-42
21	Cc1cc(C(=O)Nc2cccc3c2O[C@@H](CN(C)S(=O)(=O)c2cccs2)[C@@H](C)CN([C@@H](C)CO)C3=O)n(C)n1	1.5	8
22	O=C1CN(Cc2ccc(F)cc2)C[C@@H]2[C@H](c3ccc(-c4ccccc4)cc3)[C@H](CO)N12	3.7	14
23	C[C@H](CO)N1C[C@H](C)[C@@H](CN(C)Cc2ccc(-c3ccccc3)cc2)Oc2c(NS(=O)(=O)c3cccs3)cccc2C1=O	-0.2	-40
24	Cc1noc(C)c1NC(=O)N(C)C[C@H]1OCc2ccccc2-c2c(n(C)c3ccccc23)C(=O)N([C@@H](C)CO)C[C@@H]1C	-0.1	12
25	COc1ccc2c3c(n(C)c2c1)[C@H](CO)N(C(=O)C1CCOCC1)CC31CCN(Cc2cccc(F)c2)CC1	-1.0	-20
26	CCCC#Cc1ccc([C@H]2[C@H]3CN(C(=O)NC4CCCC4)CCCCN3[C@H]2CO)cc1	-2.0	25
27	C[C@@H]1CN([C@@H](C)CO)C(=O)CCCn2cc(nn2)CO[C@H]1CN(C)C(=O)OCc1ccccc1	-0.4	6&5
28	C[C@@H]1CN([C@@H](C)CO)C(=O)c2cc(NC(=O)Nc3ccc(C(F)(F)F)cc3)ccc2O[C@@H](C)CCCCO[C@@H]1CN(C)CC1CCCCC1	-4.9	-49
29	C[C@H](CO)N1C[C@H](C)[C@H](CN(C)Cc2ccc(C(=O)O)cc2)Oc2ccc(NC(=O)CCC(F)(F)F)cc2CC1=O	-1.9	8
30	CO[C@@H]1CC[C@H]2CCOc3c(C#N)cccc3C(=O)N(C)C[C@@H](C)C(=O)N(C)C[C@@H]1O2	2.2	-10

cpd	C diff HTS	Tcruzi prolif
16	-2	3
17	10	80
18	3	66
19	1	85
20	-1	118*
21	.	56
22	4	.
23	0	75
24	-5	-79
25	8	.
26	19	85
27	-1	-7&33
28	-12	100*
29	0	-25
30	.	27

Next compounds
cpd	SMILES	KDM4C inh	Pf Dd2 inh
31	CN(C)CCCNC(=O)C[C@@H]1CC[C@H]2[C@@H](COc3ccc(NS(C)(=O)=O)cc3C(=O)N2C)O1	3.1	25
32	CO[C@H]1CN(C)C(=O)c2ccc(NC(C)=O)cc2OC[C@H](C)N(Cc2cc(F)ccc2F)C[C@H]1C	0.1	-15
33	COc1ccc(NC(=O)N2C[C@H](O)COC[C@H]3O[C@@H](CC(=O)NCc4ccccc4OC)CC[C@@H]32)cc1	0.9	-14
34	CO[C@@H]1CN(C)C(=O)c2ccc(NC(=O)Nc3ccccc3)cc2OC[C@H](C)N(C(C)=O)C[C@H]1C	-0.3	.
35	C[C@@H]1CCCCO[C@H](CN(C)C(=O)Nc2cccc3ccccc23)[C@@H](C)CN([C@@H](C)CO)C(=O)c2cc(NS(=O)(=O)c3ccccc3)ccc2O1	-0.5	-88*
36	C[C@H](CO)N1C[C@H](C)[C@H](CN(C)Cc2ccc(C(F)(F)F)cc2)Oc2c(NC(=O)c3cnccn3)cccc2C1=O	0.2	-4
37	CO[C@@H]1CN(C)C(=O)c2ccc(NC(C)=O)cc2OC[C@H](C)N(C(=O)C2CCC2)C[C@@H]1C	0.2	8
38	C[C@@H]1CCCCO[C@@H](CN(C)C(=O)CCCN(C)C)[C@@H](C)CN([C@H](C)CO)C(=O)c2cc(NC(=O)CCC(F)(F)F)ccc2O1	.	22
39	COc1ccc(-c2cccc(-c3nc(C(=O)N(C)C)cc4c3[C@@H](CCO)N([S@](=O)C(C)(C)C)C4)c2)cc1	0.6	6
40	CC(C)NC(=O)N[C@@H]1CC[C@H](CC(=O)N2CCCCC2)O[C@H]1CO	0.4	40
41	CN(C)C(=O)c1cccc(-c2ccccc2[C@H]2[C@H](C#N)N(C(=O)C3CCCCC3)[C@H]2CO)c1	0.1	-17
42	CO[C@H]1CN(C)C(=O)c2ccc(NC(=O)c3cc(C)on3)cc2OC[C@@H](C)N(CC2CC2)C[C@@H]1C	2.1	-2
43	CC=Cc1ccc2n(c1=O)C[C@@H]1[C@@H](CO)[C@H](C(=O)N3CCOCC3)[C@H]2N1CC1CC1 (mixture of isomers)	-2.9	13
44	CN1C(=O)c2cc(NC(=O)c3cc(F)cc(F)c3)ccc2OC[C@@H]2O[C@H](CC(=O)O)CC[C@@H]21	-0.2	-16
45	COc1ccc(CNC(=O)C[C@@H]2C[C@@H]3c4cc(NC(=O)CN(C)C)ccc4O[C@@H]3[C@H](CO)O2)cc1	1.5	14

cpd	C diff HTS	Tcruzi prolif
31	-12	0
32	0	33
33	.	-5
34	-6	32
35	-23	.
36	1	60
37	1	-32
38	-19	-5
39	.	37
40	.	-21
41	2	.
42	.	-26
43	-5	-4
44	-6	47
45	-1	-50

The listing continues:
cpd	SMILES	KDM4C inh	Pf Dd2 inh
46	COCC(=O)N1C[C@@H]2[C@H](c3ccccc31)[C@H](CO)N2C(=O)Nc1ccccc1F	-0.5	4
47	Cc1ccc(S(=O)(=O)N(C)C[C@@H]2OCCCC[C@@H](C)Oc3ccc(N(C)C)cc3C(=O)N([C@@H](C)CO)C[C@@H]2C)cc1	1.6	-72
48	C/C=C/c1ccc2c(c1)O[C@@H](CN(C)C)[C@@H](C)CN([C@@H](C)CO)S2(=O)=O	2.5	-17
49	COc1ccc(NC(=O)Nc2ccc3c(c2)C(=O)N([C@H](C)CO)C[C@H](C)[C@H](CN(C)CC2CC2)OCCCC[C@H](C)O3)cc1	0.3	-60
50	C[C@@H]1CCCCO[C@@H](CN(C)CC2CCCCC2)[C@@H](C)CN([C@H](C)CO)C(=O)c2cc(NC(=O)Nc3ccc(C(F)(F)F)cc3)ccc2O1	0.0	-44
51	O=C(NC1Cc2ccccc2C1)[C@H]1[C@H](CO)[C@H]2Cn3c(ccc(-c4ccccc4F)c3=O)[C@@H]1N2	0.4	7
52	O=C(C[C@H]1C[C@@H]2c3cc(NC(=O)c4ccc5c(c4)OCO5)ccc3O[C@@H]2[C@@H](CO)O1)NCCc1ccccc1	7.6	-46
53	COc1ccc(S(=O)(=O)Nc2ccc3c(c2)CC(=O)N([C@H](C)CO)C[C@H](C)[C@H](CN(C)CC2CCCCC2)O3)cc1	4.9	42

cpd	C diff HTS	Tcruzi prolif
46	40	0
47	-6	64
48	6	.
49	.	56
50	-10	102
51	-3	29
52	.	36
53	-8	-30

Among those listed so far, 9 have an aryl methoxy group.
cpd	SMILES	KDM4C inh	Pf Dd2 inh
2	COc1ccc2c3c([nH]c2c1)[C@H](CO)N(C(=O)C1CCOCC1)CC31CCN(Cc2nccs2)CC1	0.6	-88*
4	COc1ccc(S(=O)(=O)N(C)C[C@H]2OCCCC[C@H](C)Oc3ccc(NC(=O)Nc4ccc(F)cc4)cc3C(=O)N([C@H](C)CO)C[C@@H]2C)cc1	-2.8	-41
9	COc1ccc(C#Cc2cnc3c(c2)C(=O)N([C@H](C)CO)C[C@H](C)[C@@H](CN(C)C)O3)cc1	0.0	-44
25	COc1ccc2c3c(n(C)c2c1)[C@H](CO)N(C(=O)C1CCOCC1)CC31CCN(Cc2cccc(F)c2)CC1	-1.0	-20
33	COc1ccc(NC(=O)N2C[C@H](O)COC[C@H]3O[C@@H](CC(=O)NCc4ccccc4OC)CC[C@@H]32)cc1	0.9	-14
39	COc1ccc(-c2cccc(-c3nc(C(=O)N(C)C)cc4c3[C@@H](CCO)N([S@](=O)C(C)(C)C)C4)c2)cc1	0.6	6
45	COc1ccc(CNC(=O)C[C@@H]2C[C@@H]3c4cc(NC(=O)CN(C)C)ccc4O[C@@H]3[C@H](CO)O2)cc1	1.5	14
49	COc1ccc(NC(=O)Nc2ccc3c(c2)C(=O)N([C@H](C)CO)C[C@H](C)[C@H](CN(C)CC2CC2)OCCCC[C@H](C)O3)cc1	0.3	-60
53	COc1ccc(S(=O)(=O)Nc2ccc3c(c2)CC(=O)N([C@H](C)CO)C[C@H](C)[C@H](CN(C)CC2CCCCC2)O3)cc1	4.9	42

cpd	C diff HTS	Tcruzi prolif
2	-4	.
4	8	?
9	1	29
25	8	.
33	.	-5
39	.	37
45	-1	-50
49	.	56
53	-8	-30

Source: PubChem (Broad Institute)
